RNase H inhibition – RNase H inhibition, HIV 1 Gag Pol polyprotein, FRET biochemical assay, screening (AID 372). HIV-1 RT RNase H, FRET RNA/DNA substrate fluorescence; higher % means a stronger effect. inhibition, % at 10 µM; hits with a dose series show IC50 in µM. hit rate 0.77% among 100,000; in the data active means inhibition above about 50%
The depositor's hits bear a star; & = joins results of further samples. A portion of the library (hit frequency here may not be typical).

SMILES | RNase H inhibition
O=C(CSCc1cccc(Br)c1)NCCc1ccc(Cl)cc1 | 11%
COc1ccc(C(=O)Nc2cccc(NC(=O)c3ccccc3)c2)cc1Br | 15%
O=C1NC(=S)N/C1=C\c1ccccc1F | 15%
CCN1CCN(C(=O)c2ccc(F)cc2)CC1 | 4%
COc1ccc(-c2nnc(SCC(=O)NC3CCCC3)n2-c2ccccc2)cc1 | 0%
CC1CCN(C(=O)c2ccc3nc4c5ccccc5c5ccccc5c4nc3c2)CC1 | 5%
CC(=O)CC(=O)Nc1ccc(F)cc1F | 0%
O=C(Nc1c(-c2ccccc2)nc2ccccn12)c1ccccc1 | 8%
O=C(Cn1cnc([N+](=O)[O-])n1)Nc1ccc(F)cc1F | 3%
COc1ccc(NC(=S)N2CCN(c3ccc(C)cc3)CC2)cc1 | 7%
Cc1cccc(Nc2nc(N/N=C/c3ccccc3O)nc(N3CCC(C)CC3)n2)c1C | 25%
S=C(NCC(c1ccccc1)c1ccccc1)Nc1ccc(Cl)cc1 | 2%
O=C1c2ccccc2-c2onc3c(Oc4ccccc4)cc(Oc4ccccc4)c1c23 | 47%
COc1cc(/C=C2/C(=O)NC(=O)N(c3cccc(F)c3)C2=O)ccc1OCc1ccc(C(=O)O)cc1 | 10%
O=C1C2CCCC1C(c1ccc3c(c1)OCO3)NC2c1ccc2c(c1)OCO2 (centres undefined) | 0%
Cc1ccc(C(=O)NCCc2nc3ccccc3[nH]2)cc1[N+](=O)[O-] | 5%
C=C1CC(C)OC(c2ccccc2O)C1 (centres undefined) | 0%
COc1ccc(OC)c(C2NC(=S)NC(C)=C2C(=O)OCCOc2ccccc2)c1 (centres undefined) | 50%*
CCOc1cc(/C=c2/sc3nc4cc(C)c(C)cc4n3c2=O)ccc1OCc1ccc(Cl)cc1Cl | 9%
CCOC(=O)C1=C(C)NC(=O)NC1c1cccc(F)c1 (centres undefined) | 5%
COc1ccc(NC2CC(=O)N(c3cc(Cl)cc(Cl)c3)C2=O)cc1 (centres undefined) | 15%
Cc1ccc(C)c(NC(=O)c2sc3cc(C)ccc3c2Cl)c1 | 5%
COc1ccc(S(=O)(=O)Nc2cc(Cl)ccc2C)cc1 | 5%
Cc1ccc(C=Nc2ccc(C#N)cc2)s1 | 5%
CCCCC(CC)CNC(=O)C(=O)NCC1CCCO1 (centres undefined) | 11%
COc1cccc(/C=C2\C(=O)NN(c3ccccc3)C2=O)c1OC | 12%
O=C(NCCCn1ccnc1)NC1CCCCC1 | 6%
COc1ccc(OC)c(C2=CCC(=O)O2)c1 | 17%
COc1cc([N+](=O)[O-])ccc1-c1ccc(/C=C(\C#N)C(=O)Nc2ccccc2)o1 | 33%
CCOC(=O)Cc1cc(-c2ccc(F)cc2)nc2ccc3ccccc3c12 | 2%&22%
COc1cc(/C=N/NS(=O)(=O)c2ccc3ccccc3c2)ccc1OCC(N)=O | 21%
O=C(Nc1ccc(F)cc1)C1c2ccccc2Oc2ccccc21 | 12%
COc1ccc2c(Cl)c(C(=O)N3CCCCC3)sc2c1 | 7%
Cc1cc(C)c(C)c(OCCCN2CCCCC2)c1 | 0%
O=C(COc1ccc([N+](=O)[O-])cc1)NNC(=O)c1ccccc1Cl | 0%
COc1cccc(-c2nc(-c3ccccc3)c(-c3cc([N+](=O)[O-])ccc3C)[nH]2)c1OC | 36%
CC(/C=C/c1ccc(N(C)C)cc1)=N\N=C(/N)SC1CC(=O)N(c2ccc(Cl)cc2)C1=O (centres undefined) | 4%
O=C(c1ccc(Br)o1)N1CCCCC1 | 5%
O=C(/C=C/c1ccccc1)NC(=S)Nc1ccc(Cl)cn1 | 17%
O=C(Nc1ccc(Br)cc1)c1ccc(Br)c(S(=O)(=O)NCc2ccccc2)c1 | 12%
COc1ccc([N+](=O)[O-])cc1/C=C1/C(=O)NN(c2cccc(Cl)c2)C1=O | 13%
O=C1C=C(NCCN2CCOCC2)CC(c2ccccc2)C1 (centres undefined) | 0%
COc1cc(/C=C2/SC(=S)N(Cc3ccccc3)C2=O)ccc1OCc1ccc(F)cc1 | 13%
Cc1oc(/N=C/c2ccc(F)cc2)c(C#N)c1C | 8%
COc1ccc(C2/C(=C(/O)c3ccc(Cl)cc3)C(=O)C(=O)N2c2ccccc2)cc1 (centres undefined) | 6%
COc1cc(C=O)ccc1OCCOc1ccc(C)c(C)c1 | 11%
CCC(C#CC(O)(c1ccccc1)c1ccccc1)(CC)N(C)C | 2%
CCN(C(=O)c1cc2cc(Cl)cc(Cl)c2oc1=O)c1ccccc1 | 19%
O=C(O)CCC(=O)N1N=C(c2ccc(Br)cc2)CC1c1ccccc1 (centres undefined) | 2%
CCc1cc2c(N3CCCCCC3)ncnc2s1 | 16%
Cc1ccc(N2C(=O)SC(Nc3ccc(Cl)cc3)C2=O)cc1 (centres undefined) | 0%
COc1cc2c(cc1OC)-c1nnc(-c3ccc(Br)cc3)n1C(C)(C)C2 | 5%
CCOc1ccc(NC(=O)C(C)C)c([N+](=O)[O-])c1 | 0%
COc1ccccc1CN1CCC(N2CCN(C)CC2)CC1 | 0%
Cc1cc(C)cc(NC(=O)c2ccc([N+](=O)[O-])cc2Cl)c1 | 1%
O=C(CSCc1ccccc1Cl)Nc1cccc(Br)c1 | 17%
CC1(C)c2ssc(=S)c2-c2ccccc2N1C(=O)CN1C(=O)c2ccccc2C1=O | 8%
CCOC(=O)c1ccc(-c2ccc(/C=C(\C#N)C(=O)Nc3ccc(OC)cc3)o2)cc1 | 6%
Cc1ccc(C(=O)Nc2ccc(Cc3ccncc3)cc2)cc1C | 6%
COc1ccc(CC(=O)Nc2sc3c(c2C(=O)Nc2ccccc2OC)CCC3)cc1 | 29%

Some of these compounds in order of length of the SMILES, rising:
SMILES | RNase H inhibition
CCc1cc2c(N3CCCCCC3)ncnc2s1 | 16%
O=C(CSCc1ccccc1Cl)Nc1cccc(Br)c1 | 17%
Cc1oc(/N=C/c2ccc(F)cc2)c(C#N)c1C | 8%
COc1cc(C=O)ccc1OCCOc1ccc(C)c(C)c1 | 11%
O=C1C=C(NCCN2CCOCC2)CC(c2ccccc2)C1 (centres undefined) | 0%
O=C(/C=C/c1ccccc1)NC(=S)Nc1ccc(Cl)cn1 | 17%
CCOc1ccc(NC(=O)C(C)C)c([N+](=O)[O-])c1 | 0%
CCC(C#CC(O)(c1ccccc1)c1ccccc1)(CC)N(C)C | 2%
CCN(C(=O)c1cc2cc(Cl)cc(Cl)c2oc1=O)c1ccccc1 | 19%
O=C(O)CCC(=O)N1N=C(c2ccc(Br)cc2)CC1c1ccccc1 (centres undefined) | 2%
Cc1cc(C)cc(NC(=O)c2ccc([N+](=O)[O-])cc2Cl)c1 | 1%
COc1cc2c(cc1OC)-c1nnc(-c3ccc(Br)cc3)n1C(C)(C)C2 | 5%
COc1ccc(CC(=O)Nc2sc3c(c2C(=O)Nc2ccccc2OC)CCC3)cc1 | 29%
O=C(Nc1ccc(Br)cc1)c1ccc(Br)c(S(=O)(=O)NCc2ccccc2)c1 | 12%
COc1cc(/C=C2/SC(=S)N(Cc3ccccc3)C2=O)ccc1OCc1ccc(F)cc1 | 13%
COc1ccc([N+](=O)[O-])cc1/C=C1/C(=O)NN(c2cccc(Cl)c2)C1=O | 13%
COc1ccc(C2/C(=C(/O)c3ccc(Cl)cc3)C(=O)C(=O)N2c2ccccc2)cc1 (centres undefined) | 6%

The listing continues:
SMILES | RNase H inhibition
COc1ccc(-c2cc(C(F)(F)F)n3nc(C(=O)Nc4cc(OC)c(OC)c(OC)c4)c(Cl)c3n2)cc1OC | 2%
Cc1ccc(Cl)cc1NC(=O)CN(c1ccccc1F)S(C)(=O)=O | 9%
CCSc1sc(CC)cc1C(=O)OC | 19%
Cc1c(N=Cc2cc3cc(Br)ccc3nc2Cl)c(=O)n(-c2ccccc2)n1C | 22%
COC(=O)C1=C(C)NC2=C(C(=O)CC(c3ccccc3)C2)C1c1ccc(OCc2ccccc2)cc1 (centres undefined) | 17%
CCCCCCCc1nc2ccccc2[nH]1 | 11%
O=C(NCCc1c[nH]c2ccccc12)/C(=C/c1ccc(Cl)cc1)NC(=O)c1ccccc1 | 15%
COC(=O)C1=C(C(=O)OC)SC(=C2C(=S)C(C)(C)N(C(=O)c3cccc(C)c3)c3ccc(OC)cc32)S1 | 22%
O=C(NC(=S)Nc1ccc(Cl)c(Cl)c1)c1cccc(Br)c1 | 43%
Cc1ccc(OCCOc2c(Cl)cc(/C=C3\SC(N)=NC3=O)cc2Cl)cc1 | 15%
O=C(COc1ccc(Cl)cc1Br)NCc1ccccn1 | 0%
Cc1ccc(NC(=O)c2ccc(C)c(S(=O)(=O)Nc3ccccn3)c2)cc1 | 6%
Cc1cc(C)cc(OCC(O)CNC(C)(C)C)c1 (centres undefined) | 0%
Cc1ccc(C)c(OCCn2cc(/C=C3\SC(=S)N(C)C3=O)c3ccccc32)c1 | 18%
COc1ccc(NC(=O)CN(c2ccc(Br)cc2)S(C)(=O)=O)c(OC)c1 | 10%
COc1ccc(Br)cc1/C=N/Nc1ccccn1 | 9%
Cc1onc(-c2ccccc2Cl)c1C(=O)N1CCC(C(O)(c2ccccc2)c2ccccc2)CC1 | 14%
Cc1cc2nc(-c3cc(NC(=O)c4cccc(Cl)c4)ccc3O)oc2cc1C | 0%
CCOc1ccc(N(CC(=O)N[C@@H]2C[C@H]3CC[C@@H]2C3)S(=O)(=O)c2ccc(SC)cc2)cc1 | 10%
O=C(N/N=C(/c1ccccc1)C(F)(F)F)c1ccncc1 | 1%
O=C(CSCc1ccccc1)Nc1ccc2c(c1)C(=O)N(c1ccccc1)C2=O | 8%
CCC(C)OC(=O)C1=C(C)NC2=C(C(=O)CCC2)C1c1cccs1 (centres undefined) | 17%
O=C1CSc2ccc([N+](=O)[O-])cc2N1Cc1ccccc1F | 15%
O=C(Nc1ccc(Cl)c(-c2nc3ccccc3[nH]2)c1)c1ccccc1 | 12%
Cc1ccccc1C(=O)Nc1ccc(-c2nc3ccccc3[nH]2)cc1 | 0%
CCN(CC)C(=O)c1cnn(-c2ccccc2)c1NC(=O)c1ccccc1Cl | 11%
Cc1c(Cc2ccccc2)sc(N)c1C(N)=O | 11%
S=C(NCc1ccccc1)N/N=C/c1cccc(OCc2ccccc2)c1 | 12%
O=C(O)c1cc(NC(=O)c2cccc(Br)c2)cc(C(=O)O)c1 | 10%
CCOc1ccccc1/C=N/NC(=O)CSc1nc2ccccc2n1CC | 25%
O=C(Cc1ccccc1)NCc1ccc(Cl)cc1 | 0%
O=C1/C(=C/c2ccsc2)SC(=S)N1/N=C/c1ccsc1 | 15%
COc1cc(C)ccc1OCCOCCOc1ccc(C)c(C)c1 | 26%
CC(=O)/C(=C(/C)O)c1ncc(-c2ccccc2)s1 | 12%
CCN1C(=O)/C(=C/c2cn(CCC#N)nc2-c2ccc(-c3ccccc3)cc2)SC1=S | 1%
CCOC(=O)c1cnn2c(C)cc(-c3ccc(F)cc3)nc12 | 4%
O=C1CC(c2ccccc2)CC2=C1C(c1cccc(C(F)(F)F)c1)Nc1ccccc1N2 (centres undefined) | 27%
Cc1cccc(NC(=O)CC2S/C(=N\N=C\c3cccs3)NC2=O)c1C (centres undefined) | 7%
COc1ccc(NC(=O)CSc2nc3ccccc3o2)c(OC)c1 | 1%
COc1ccc(S(=O)(=O)N2CCC(C(=O)O)CC2)cc1C(=O)O | 0%
COc1ccc(C(=O)c2c(/C=C/N(C)C)oc3ccc(OC)cc23)cc1 | 16%
C=CCOc1ccccc1/C=N/N=C(N)N | 2%
CCCCCCCCCCCCCCCC(=O)N1CCc2ccc([N+](=O)[O-])cc21 | 0%
O=C(N/N=C/c1cc(Br)c(O)c(Br)c1)c1cccc([N+](=O)[O-])c1 | 0%
O=C(Cn1c(NCCO)nc2ccccc21)c1cccc2ccccc12 | 21%
COc1cc(-c2nc(-c3ccccc3)c(-c3ccccc3)[nH]2)ccc1OCC(=O)O | 0%
COc1cc(/C=N/NC(=O)c2cccnc2)cc(OC)c1O | 8%
COc1cccc(COc2ccc3c4c(c(=O)oc3c2C)CCCC4)c1 | 12%
O=c1oc2cc(OCCO)ccc2c2c1CCC2 | 1%
COc1ccc(C(=O)NC(=S)Nc2cccc(-c3nc4ncccc4o3)c2C)cc1Br | 20%
Cc1ccc(-c2nc3cc(NC(=O)C(C)C)ccc3o2)cc1 | 4%
CCOCCOC(=O)c1ccc(NC(=O)COc2ccc(Br)cc2)cc1 | 7%
Cc1ccc(C(=O)c2sc3nc4c(cc3c2N)CCCC4)cc1 | 3%
Cc1cccc(C=Nc2ccc3c(c2)oc2ccccc23)c1O | 7%
C[n+]1cc(N)cc2ccccc21 | 0%
CC(=O)NC1=NN(C(C)=O)C(c2ccc(F)cc2)S1 (centres undefined) | 2%
CCOc1ccc(OCCCSc2ccc(Cl)cc2)cc1 | 7%
COc1cc([N+](=O)[O-])cc(/C=C2/C(=O)NC(=O)N(c3ccc(C(C)C)cc3)C2=O)c1O | 22%
COc1ccc(CC(=O)N/N=C/c2cccc3ccccc23)cc1 | 16%
CCOc1ccc(C(NC=O)c2ccc(OC)c(OC)c2)cc1 (centres undefined) | 0%

(continued)
SMILES | RNase H inhibition
Cc1ccc(N2C(=O)/C(=C/c3cccc(Br)c3)SC2=S)cc1C | 9%
Cc1cc(C)c(C#N)c(SCC(=O)Nc2ccc([N+](=O)[O-])cc2)n1 | 7%
Cc1ccc(C)c(NC(=O)c2ccc(Cl)cc2Cl)c1 | 0%
CCOc1ccc(-c2n[nH]c(=S)o2)cc1 | 4%
CCOc1cc(/C=N/Nc2nncc(=O)[nH]2)ccc1O | 2%
O=S(=O)(N/N=C/c1cc(Br)ccc1O)c1ccccc1 | 3%
CCOc1ccc(/C=C2/C(=O)NC(=O)N(c3ccc(OCC)cc3)C2=O)cc1 | 4%
CCOC(=O)c1c(NC(=O)c2ccccc2F)sc(C(=O)N2CCCCCC2)c1C | 5%
Clc1ccccc1N1CCN(Cc2ccco2)CC1 | 7%

Laid out differently: entries from further up
SMILES,RNase H inhibition
CCOC(=O)c1c(NC(=O)c2ccccc2F)sc(C(=O)N2CCCCCC2)c1C,5%
Clc1ccccc1N1CCN(Cc2ccco2)CC1,7%

High-throughput results as filed in PubChem BioAssay.
